Assay outcomes from PubChem BioAssay.
Insulin prom inh – inhibitors of insulin promoter-driven GFP, primary screen, imaging, TRM-6 cells (human fetal islet line), eGFP reporter, cell count | reporter expression induced with tamoxifen | inhibition, % at 2 µM | hit rate 0.9% among 130,000;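 active means inhibition above the mean plus 3 SD, with well images judged a real hit on visual review, cut at about 60% in these data, passing the limit was not always enough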
SDO1 yeast rescue – growth rescue of sdo1-depleted yeast, primary screen, S. cerevisiae, bone marrow failure model; S. cerevisiae sdo1-depleted JHY4D growth rescue, OD600 30 h; active compounds read high; pdr5 snq2 efflux-pump mutant strain; z-score at 10 µM; hit rate 0.21% among 140,000; AID 817, 2007;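 active means z-score above 3 at both the 24 hr and the 30 hr optical density reads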;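 further: z-score against mean and SD of all compound wells on the same plate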
SDO1 yeast rescue Rescue 24 h – further read-out of SDO1 yeast rescue, marked with its call; z-score; S. cerevisiae sdo1-depleted JHY4D growth rescue, OD600; measured here: growth rescue at 24 h;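 0 is the plate mean of compound wells and units are plate SD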
Starred values were filed as active, the others as inactive; x = not tested or not shown; [ ] = dose if it differs, or a comment.

SMILES | Insulin prom inh | SDO1 yeast rescue | SDO1 yeast rescue Rescue 24 h
COc1ccc(-c2nc3c(c4nnc(SC(C)C(=O)Nc5ccccc5)n24)COC(C)(C)C3)cc1 (stereo not given) | 6.1 | -1.13 | -0.53
Cc1nc(Nc2ccc3c(c2)OCCO3)c2nnn(Cc3ccccc3Cl)c2n1 | 7.4 | -1.99 | -1.54
COc1cc(C(C)=O)ccc1COc1ccc(C(=O)OCC(=O)NC2CCS(=O)(=O)C2)cc1OC (stereo not given) | 49.0 | 0.94 | 0.29
COc1ccc(S(=O)(=O)N(C)C)cc1NCC(=O)Nc1cccc(C#N)c1 | -18.2 | x | x
Cn1c(=O)c2c(nc(Br)n2CCSc2ncccn2)n(C)c1=O | 17.4 | 0.13 | -0.96
C[C@@H]1NC(=O)c2cc([N+](=O)[O-])cc(I)c2OCC[C@@H](C(=O)NC(CC(=O)O)C(N)=O)NC(=O)[C@H](CCC(=O)O)NC1=O (stereo not given in full) | 4.5 | 0.26 | -0.03
CCn1c(=O)c(C(=O)Nc2ccccc2C)c(O)c2ccccc21 | 71.4 | 1.17 | 3.43
COC(=O)c1ccc(COc2ccccc2/C=C(\C#N)C(=O)Nc2ccc(C)cc2)cc1 | 26.7 | -0.87 | -0.06
Cc1c(CN2CCC(C)CC2)c(=O)n(-c2ccccc2)n1C | x | 0.14 | -0.29
O=C(Nc1nccs1)C1CCN(S(=O)(=O)c2cccs2)CC1 | -11.1 | x | x
CCN(CC)CCNc1nc2c(c(=O)[nH]c(=O)n2C)n1CC(O)COc1ccc(Cl)cc1Cl (stereo not given) | -23.1 | 0.09 | -0.56
O=[N+]([O-])c1cc(S(=O)(=O)N2CCCC2)ccc1SCCO | -127.3 | x | x
COc1ccc(Nc2nc(CC(C)=O)ns2)cc1OC | x | 1.17 | 1.63
Cc1ccc(CCc2nnc(SCC(=O)Nc3cccc(Cl)c3)n2-c2ccccc2)o1 | x | -0.54 | 0.27
CC(=O)NC1CC2CCC(C1)N2Cc1ccc(C)cc1 (stereo not given) | x | 0.27 | 0.37
O=C(NC(=S)NNC(=O)c1ccc(Cl)cc1Cl)c1cccnc1 | -18.5 | -0.15 | -0.83
CC1=NN(C(=O)c2c(Br)c(C)nn2C)C(O)(C(F)(F)F)C1 (stereo not given) | 0.0 | 0.28 | -1
CCOC(=O)N1CCC(N2Cc3cccc(C(=O)NCC4CCN(CC(C)C)C4)c3C2=O)CC1 (stereo not given) | x | 0.53 | 0.35
C/C(=N\Nc1nccnc1Cl)c1ccc([N+](=O)[O-])cc1 | x | 0.04 | -0.19
CC1(C)OC(c2ccccc2)=C/C(=C/C=C2C(=O)c3ccccc3C2=O)O1 | -87.5 | x | x
N=c1c(C(=O)NC2CCCC2)cc2c(=O)n3ccccc3nc2n1C1CCCC1 | 0.0 | -0.06 | -0.33
Cc1nnc(C)n1/N=C/C=C/c1ccccc1 | x | 1.62 | 1.62
COc1cc2c(C#N)c(N3CCOCC3)nc(N)c2c(N)n1 | -27.6 | -0.16 | -1.15
CC(C)(C)NC(=O)NC(=O)CN1CCC(Cc2ccccc2)CC1 | 61.1 | x | x
O=C(c1cc(-c2ccccc2)nc2ccccc12)N1CCCc2ccccc21 | 0.0 | -0.54 | -0.04

Further records:
SMILES | Insulin prom inh | SDO1 yeast rescue | SDO1 yeast rescue Rescue 24 h
COC(=O)c1c(C)oc2c1cc(NS(=O)(=O)c1cccs1)c1ccccc12 | 0.0 | -1.36 | -0.5
CC1CN(C(=O)c2ccccc2)OC(c2ccc3c(c2)OCO3)O1 (stereo not given) | x | -0.13 | -0.46
CCCCNC(=S)NNC(=O)c1ccc2c(c1)OCO2 | x | 2.08 | 1.58
O=C(CSc1ccccn1)NC1CCCC1 | -7.7 | x | x
Cc1ccc(-c2nnc(CSc3nncn3N)o2)cc1 | -76.7 | -0.4 | -0.6
CN(CC(=O)Nc1ccc(N2CCOCC2)cc1)Cc1cc(=O)n2ccsc2n1 | 63.6 | x | x
Cc1cccc(N2CCN(C(=O)c3ccc(CNc4c(N5CCC(C)CC5)c(=O)c4=O)cc3)CC2)c1C | -25.0 | x | x
COc1ccccc1NC(=O)CSc1ncn(-c2ccccc2)n1 | 33.3 | -0.24 | 0.23
COc1ccc(-c2noc(CCC(=O)NC3CCCCC3)n2)cc1OC | 13.3 | 0.39 | 0.62
COc1ccc(/C=C/C(=O)c2ccc3ccccc3c2O)cc1CN1CCOCC1 | -2.9 | -1.33 | -0.38
Cc1cccc(-n2nc3c(c2NC(=O)c2ccco2)CS(=O)(=O)C3)c1C | -50.0 | x | x
CC(=O)c1ccc(NC(=O)Nc2ccc(Cl)cc2)cc1 | 40.0 | -1.9 | -1.56
COc1ccc(-c2cc(C(=O)Nc3cc(OC)c(OC)c(OC)c3)no2)cc1OC | 3.2 | 0.27 | -0.34
COC(CNC(=O)c1ccc2c(c1)nc(C)n2-c1cccc(F)c1)OC | x | 0.32 | -0.14
CC(=O)c1c(O)ccc2c(-c3ccccc3)cc(=O)oc12 | 28.6 | 0.17 | 0.2
COC(=O)Cn1c(=NC(=O)c2sc3ccccc3c2Cl)sc2cc(S(N)(=O)=O)ccc21 | -16.0 | 1.14 | 1.44
O=C(COC(=O)/C=C/c1cccc(Cl)c1)Nc1ccccc1-c1ccccc1 | 0.0 | 0.42 | 0.24
CCSc1nc(=S)n(Cc2ccccc2)c(C)c1C(C)=O | -41.7 | -0.33 | -0.11
Cc1cc(NC(=O)CSc2nc(-c3ccccc3)cs2)no1 | -103.5 | -0.95 | -0.39
COc1cc(NC(=O)COC(=O)CSc2ccccc2F)c(C)cc1[N+](=O)[O-] | -6.5 | -0.1 | -0.91
Cc1ccc(N=N/C(=C\O)C(=O)c2ccc(Cl)cc2)cc1 | -7.1 | x | x
COc1ccccc1C1/C(=C(/O)c2ccccc2)C(=O)C(=O)N1CC(C)C (stereo not given) | 47.4 | -0.65 | -0.67
CCn1c(CNC(=O)c2cccs2)nnc1SCC(=O)NCCc1ccccc1 | -35.1 | -0.13 | -0.06
O=C(O)CN1C(=O)SC(Nc2ccc(C(=O)O)cc2)C1=O (stereo not given) | -19.4 | -0.02 | 0.44
O=C1c2ccccc2C(=O)c2cc(S(=O)(=O)Nc3ccccc3)ccc21 | 13.3 | -1.19 | -0.6

Twelve compounds already listed, ordered by length of the SMILES, highest first.
SMILES | Insulin prom inh | SDO1 yeast rescue | SDO1 yeast rescue Rescue 24 h
Cc1cccc(N2CCN(C(=O)c3ccc(CNc4c(N5CCC(C)CC5)c(=O)c4=O)cc3)CC2)c1C | -25.0 | x | x
COc1ccccc1C1/C(=C(/O)c2ccccc2)C(=O)C(=O)N1CC(C)C (stereo not given) | 47.4 | -0.65 | -0.67
CN(CC(=O)Nc1ccc(N2CCOCC2)cc1)Cc1cc(=O)n2ccsc2n1 | 63.6 | x | x
O=C1c2ccccc2C(=O)c2cc(S(=O)(=O)Nc3ccccc3)ccc21 | 13.3 | -1.19 | -0.6
COC(CNC(=O)c1ccc2c(c1)nc(C)n2-c1cccc(F)c1)OC | x | 0.32 | -0.14
COc1ccc(-c2noc(CCC(=O)NC3CCCCC3)n2)cc1OC | 13.3 | 0.39 | 0.62
O=C(O)CN1C(=O)SC(Nc2ccc(C(=O)O)cc2)C1=O (stereo not given) | -19.4 | -0.02 | 0.44
CC(=O)c1c(O)ccc2c(-c3ccccc3)cc(=O)oc12 | 28.6 | 0.17 | 0.2
Cc1cc(NC(=O)CSc2nc(-c3ccccc3)cs2)no1 | -103.5 | -0.95 | -0.39
CCSc1nc(=S)n(Cc2ccccc2)c(C)c1C(C)=O | -41.7 | -0.33 | -0.11
CCCCNC(=S)NNC(=O)c1ccc2c(c1)OCO2 | x | 2.08 | 1.58
Cc1ccc(-c2nnc(CSc3nncn3N)o2)cc1 | -76.7 | -0.4 | -0.6

Next structures follow:
SMILES | Insulin prom inh | SDO1 yeast rescue | SDO1 yeast rescue Rescue 24 h
Cc1ccc(NS(=O)(=O)c2ccc(NC(=O)c3cccs3)cc2)c(C)c1 | -47.1 | -0.31 | 0.04
Cc1ccc(N(C(=O)c2csnn2)C(C(=O)NC(C)(C)C)c2ccccn2)cc1 (stereo not given) | -334.8 | x | x
COc1ccccc1/C=N/n1c(C)nnc1-n1nc(C)cc1C | -38.7 | 0.25 | -0.54
CC1CC(C)CN(C(=O)/C=C/c2ccc([N+](=O)[O-])s2)C1 (stereo not given) | -35.3 | x | x
CCC(=O)N1C(C(=O)N2CCCC2)CSC1c1ccc(OC)cc1 (stereo not given) | 40.0 | 0.71 | 0.03
COc1cccc(/C=C2\SC(=S)NC2=O)c1OS(=O)(=O)c1ccc(NC(C)=O)cc1 | -15.4 | 1.54 | 0.37
CCC(=O)N1CCN(C(C)=O)C1c1ccccc1 (stereo not given) | 27.3 | -0.5 | -1.34
O=C(CSc1oc(-c2ccco2)nc1S(=O)(=O)c1ccc(Cl)cc1)NCC1CCCO1 (stereo not given) | -57.1 | -0.29 | -0.21
CCOC(=O)c1c(C)n(C)c2ccc(OCC(O)CN3CCN(C)CC3)cc12 (stereo not given) | x | 1.19 | 0.96
O=c1c2ccccc2nc2c3ccccc3c(NCc3ccco3)nn12 | -20.0 | -2.19 | -1.71
CCOC(=O)c1cc2c(=O)n3ccccc3nc2n(Cc2ccco2)c1=NC(=O)c1ccc(OC)cc1 | -53.3 | x | x
CC1=NC(C)Cc2ccccc21 (stereo not given) | x | 1.56 | 1.73
Cc1ccc(N(C(=O)Cn2nnc(-c3ccc(C)o3)n2)C(C(=O)NC2CCCC2)c2ccco2)cc1 (stereo not given) | x | -0.18 | 1.76
O=C(OC1CCCCC1=O)c1cccc(S(=O)(=O)NCc2ccccc2)c1 (stereo not given) | -17.6 | 0.14 | -0.49
CCOC(=O)C(C(=O)NCc1ccc(F)cc1)c1ncc(C(F)(F)F)cc1Cl (stereo not given) | 0.0 | 0.62 | 1.05
COc1ccc(NC(=O)c2cc3ccccn3n2)cc1 | x | 1.38 | 1.08
O=C(CSC1CC(=O)N(CCc2ccccc2)C1=O)Nc1cccc(Cl)c1 (stereo not given) | 6.7 | -1.3 | -0.59
Nc1nonc1-c1nc2ccccc2[nH]1 | -55.6 | 0.45 | -0.5
COc1ccc(S(=O)(=O)CCC(=O)N2CC(=O)N(CCc3ccccc3)C(=O)C2)cc1 | x | -1.09 | -1.58
N#Cc1nc(-c2ccco2)oc1NCCN1CCOCC1 | 21.4 | 0.88 | 0.75
CC(C)(C)CC(=O)NCc1ccc(F)cc1 | 73.3* | 1 | 1.12
CCOC(=O)c1cncc(C(=O)O)c1 | 36.8 | 7.79 | 1.41
COc1ccc(/C=C2\CCCC3C2=NN(C(=O)CSc2n[nH]c(N)n2)C3c2ccc(OC)cc2)cc1 (stereo not given) | 30.0 | x | x
CCS/C(N)=N/N=C/c1cc(C)ccc1O | 43.8 | -0.44 | -0.32
Cn1c(=O)c2c(nc(Br)n2CCc2ccccc2)n(C)c1=O | 53.9 | 0.48 | 0.83

Next section.
SMILES | Insulin prom inh | SDO1 yeast rescue | SDO1 yeast rescue Rescue 24 h
Fc1ccc(Br)cc1C1C=C(c2ccc(Br)cc2)Nc2ncnn21 (stereo not given) | 54.8 | -1.54 | -0.29
COc1ccccc1OCC(=O)N1CC2(C)CC1CC(C)(C)C2 (stereo not given) | -17.2 | -0.62 | -0.94
CCN(CC)CCn1c(OC)cc(=O)[nH]c1=O | -500.0 | 1.05 | 0.08
COc1ccc(C(C(=O)NC2CCCC2)N(Cc2ccc(F)cc2)C(=O)c2ccn[nH]2)cc1OC (stereo not given) | 10.7 | 0.92 | 0.18
CC(C)(C)OC(=O)N1CCCC1C(=O)NC(Cc1ccccc1)C(=O)O (stereo not given) | 61.9 | 1.67 | 1.74
CCOc1ccc(OCCOCCNCCOC)cc1 | 11.5 | 1 | -0.27
COc1ccc(C(=O)c2c(C)c3ccccc3n2CC(O)CNC(C)C)cc1 (stereo not given) | -100.0 | -0.04 | -0.99
Cc1ccc(-c2csc3nc(C)n(-n4cccc4)c(=O)c23)o1 | x | 0.74 | 1.52
O=S(=O)(NCCC1=CCCCC1)c1cccc2nsnc12 | x | -0.64[10.4 µM] | -0.35
Cc1ccc2[nH]c(=O)c(-c3noc(C(C)C)n3)cc2c1 | x | 1.22 | 0.87
Cc1c(Oc2ccc(C(F)(F)F)cc2[N+](=O)[O-])ccc2c3c(c(=O)oc12)CCC3 | -14.3 | -0.47 | -0.51
O=C(COC(=O)c1ccc(NS(=O)(=O)c2cccs2)cc1)Nc1nc2c(F)c(F)c(F)cc2s1 | 33.3 | x | x
O=C1N=C(N2CCN(c3ccccc3)CC2)SC1Cc1ccccc1 (stereo not given) | -6.2 | -0.48 | -0.79
Cc1cc(N2CCN(c3ccccn3)CC2)n2c(nc3ccccc32)c1C#N | x | -0.64 | -0.56
O=C(Nc1ccccc1N1CCOCC1)c1ccc2c(c1)OCO2 | -366.7 | x | x
COC(=O)c1cccc(-n2cnnn2)c1 | -81.2 | -0.13 | -0.09
COc1ccc(C(=O)Oc2cccnc2)cc1 | 21.9 | -0.05 | -0.08
O=C(CNC(=S)N(Cc1ccccc1)Cc1cccnc1)NCCc1ccccc1 | -7.1 | -0.38 | -1.05
CCCn1c(SCC(=O)Nc2ccc(OCC)cc2)nnc1C(C)C | -57.5 | 0.72 | 0.38
Cc1ccc(C(=O)N(CC(=O)NC2CCCC2)Cc2cccs2)s1 | x | -0.32 | 0.3
CCc1ccccc1NC(=O)c1cc(-c2cccc(O)c2)on1 | x | -1.65 | -0.57
Cc1cc(C)c2c(c1)[C@@H]1C=CC[C@@H]1[C@H](c1ccc(S(=O)(=O)N3CCOCC3)cc1)N2 | 7.7 | 0.16 | 1.74
CCN1C(=O)/C(=C/c2ccc(C)o2)N(C)C1=S | x | -0.25 | -0.8

These rows are one share of the data (hit frequency here may not be typical).
